PI5P4K alpha inh = blocks human PI5P4K alpha kinase activity; P48426; PI5P4Kalpha enzyme, ADP-Glo luminescence, 60 min; hits give low values; max response, %; AID 652105; actives 1.2% (n = 330,000); active = max response of -50% or lower; inconclusive = between -30% and -50%; inactive = -30% or higher; also: value at the top dose of about 77 µM; % is scaled to controls: 0 for no effect and ±100 for the full control effect
Target sequence (P48426 whole entry, looked up): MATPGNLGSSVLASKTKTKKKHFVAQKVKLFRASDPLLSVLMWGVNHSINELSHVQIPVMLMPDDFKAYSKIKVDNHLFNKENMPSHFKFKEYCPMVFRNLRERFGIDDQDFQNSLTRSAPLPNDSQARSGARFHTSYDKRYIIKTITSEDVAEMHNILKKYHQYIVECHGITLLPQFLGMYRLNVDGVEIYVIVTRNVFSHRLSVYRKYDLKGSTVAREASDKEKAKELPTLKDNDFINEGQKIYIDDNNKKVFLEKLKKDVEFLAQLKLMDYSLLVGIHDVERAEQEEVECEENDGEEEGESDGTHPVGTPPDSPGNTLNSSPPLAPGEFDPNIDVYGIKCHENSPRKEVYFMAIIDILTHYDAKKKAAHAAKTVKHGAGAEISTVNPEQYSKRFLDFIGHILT
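PI5P4Kalpha ADP-Glo assay; 5 microM ATP final; 60 min RT reaction; HEPES pH 7.4/EGTA/CHAPS, 5% DMSO; controls lacking substrate or enzyme; luminescent end-point.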
PLK1 PBD inh = blocks phosphopeptide binding to human PLK1 polo-box domain; Potency, µM, inactives show max response, negative = inhibition, actives largely listed as inhibitors; actives 2.8% (n = 360,000); Plk1 PBD binding of FITC phosphopeptide, fluorescence polarization; AID 720504; also: potency is read from the fitted curve at half-maximal effect; series mostly up to about 57 µM; % is scaled to controls: 0 for no effect and ±100 for the full control effect; nearly all actives have a fitted effect of over 65% in size
Target sequence (P53350 whole entry, looked up, the tested form may be a part): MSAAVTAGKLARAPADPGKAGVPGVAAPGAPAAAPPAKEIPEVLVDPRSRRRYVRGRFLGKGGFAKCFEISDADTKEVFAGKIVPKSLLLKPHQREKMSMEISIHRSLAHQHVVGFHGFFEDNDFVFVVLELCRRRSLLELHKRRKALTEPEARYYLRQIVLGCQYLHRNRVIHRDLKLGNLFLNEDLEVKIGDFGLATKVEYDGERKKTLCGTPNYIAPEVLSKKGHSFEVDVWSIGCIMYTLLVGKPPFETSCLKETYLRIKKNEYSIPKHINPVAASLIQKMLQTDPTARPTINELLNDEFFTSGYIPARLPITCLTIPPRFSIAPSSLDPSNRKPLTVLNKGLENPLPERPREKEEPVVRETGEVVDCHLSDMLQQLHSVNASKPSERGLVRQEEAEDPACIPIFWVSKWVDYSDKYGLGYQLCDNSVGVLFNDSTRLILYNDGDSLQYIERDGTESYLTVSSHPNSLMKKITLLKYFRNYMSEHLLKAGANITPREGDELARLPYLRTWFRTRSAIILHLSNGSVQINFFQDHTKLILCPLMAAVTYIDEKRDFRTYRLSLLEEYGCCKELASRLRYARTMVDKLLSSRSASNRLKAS
HEK293 tox = cytotoxicity counter-screen for GLP-1 receptor inverse agonists | AID 624418 | HEK293 cAMP-luciferase reporter cells, luminescence, 24 h | Potency, µM (top dose mostly 38.3 µM), for inactives: at the highest dose activity change, negative = inhibition, hits mostly inhibitors | actives 0.13% (n = 410,000);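 also: loss of luciferase light is scored as toxicity; potency is read from the fitted curve at half-maximal effect; % is scaled to controls: 0 for no effect and ±100 for the full control effect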
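Seeding density was 200 cells/uL; after overnight-length (12 h) culture, 23 nL compounds went on for 24 h at 37 °C. Readout used a luciferase detection reagent, luminescence taken after 12 min at room temperature.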
GLP-1R agonist = GLP-1 receptor (human) agonism. actives 0.007% (n = 380,000). Potency, µM (doses to about 45.6 µM), for inactives: top-dose activation, most hits filed as activators. HEK293 GLP-1R CRE-luciferase, luminescence, 4-6 h; cells express a hypersensitive GLP-1R form; also: potency is read from the fitted curve at half-maximal effect; % of control where 0% means no effect
GLP-1R inv ag = GLP-1 receptor (human) inverse agonism; Potency, µM (series often up to 38.3 µM), inactives show top-dose activity change, negative = inhibition, usual class: inhibitors; actives 1.6% (n = 410,000); HEK293 GLP-1R CRE-luciferase, luminescence, 24 h; GLP-1R form is constitutively active; also: potency is read from the fitted curve at half-maximal effect; % is scaled to controls: 0 for no effect and ±100 for the full control effect; nearly all actives have a fitted effect of over 55% in size
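Constitutively active GLP-1R drives a cAMP-responsive luciferase in stably transfected HEK293 cells; test compounds are added after overnight (12 h) attachment and left 24 hr, and signal loss in luminescence marks inhibition.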
D3 ag = agonists of human D3 dopamine receptor | P35462 | D3R DiscoveRx beta-arrestin cells, luminescence, 90 min | max activation, % | actives 0.58% (n = 410,000) | AID 652048; in the data active = max activation above about 30%; also: 0% is about no effect; mostly tested at two doses, the higher about 12 µM
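Agonist-mode cell screen: cells plated at 1500/well and incubated overnight at 37 °C, then exposed to library compounds for 90 min at 37 °C. Detection reagent was added for 30–60 min at room temperature, and luminescence was read.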
IL-2 act = IL-2 activation; IL-2 activation reporter assay, cell-based qHTS; stimulated with anti-CD3/CD4/CD28 beads; in transgenic mouse T cells; activation, % (series mostly up to about 46 µM); actives 0.065% (n = 360,000); AID 652025; in the data active = activation above about 50%; inconclusive = mostly about 30% to 49%; also: 0% is about no effect
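Unstimulated transgenic mouse T cells; 60-min compound exposure; bead-based TCR/CD4/CD28 stimulation; 18 h culture, 37 degrees C; dual fluorescence (EGFP, DsRed) plate cytometry.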
D3 antag = D3 dopamine receptor (human) antagonism; AID 652054; P35462; max response, negative = inhibition, %; actives 2.5% (n = 360,000); D3R cells, DiscoveRx beta-arrestin luminescence, antagonist mode; hits give low values; in the data active = max response below about -50%; inconclusive = no clear call, values can overlap the other calls; also: % is scaled to controls: 0 for no effect and ±100 for the full control effect; mostly tested at two doses, the higher about 12 µM
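Cells expressing the human receptor were seeded at 1500 cells/well, incubated overnight at 37 degrees C in 5% CO2, then exposed to library compounds with dopamine controls for 90 minutes at 37 degrees C before luminescent detection.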
WRN helicase inh = blocks human WRN helicase; Potency, µM (titrated, usually from 114 µM), inactives show at the top dose activity change, negative = inhibition, actives largely listed as inhibitors; actives 0.46% (n = 360,000); WRN helicase unwinding, fluorescent forked duplex, kinetic; also: potency is read from the fitted curve at half-maximal effect; % is scaled to controls: 0 for no effect and ±100 for the full control effect; nearly all actives have a fitted effect of over 55% in size
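WRN at 20 nM final preincubated with compound 15 min at room temperature; reaction started with 100 nM fluorophore/quencher forked duplex oligonucleotide and 2 mM ATP final. Unwinding followed kinetically by red fluorescence (ex 525, em 598 nm).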
* hit, by the source's call; ? = inconclusive; · = no result given; [ ] = remark or other dose. Unless noted, calls follow the shape of the dose curve; as a rule, active = well fitted curve in the direction sought with a large enough effect; inconclusive = small, poorly fitted or top-dose-only effect, or another doubt; inactive = no such curve, though single readings can be large; an effect the other way counts as inactive or inconclusive. Random draw from the library; about 7.8% have a hit in one of these screens.

Screens in order: PI5P4K alpha inh	PLK1 PBD inh	HEK293 tox	GLP-1R agonist	GLP-1R inv ag	D3 ag	IL-2 act	D3 antag	WRN helicase inh
CC(=O)Nc1ccc(NC(=O)CCc2nc3sc4c(c3c(=O)[nH]2)CCCC4)cc1
    ?	-8.8%	9.2%	-5.5%	9.3%	4.6	-1.5	7.2	-13.0%
CCOC(=O)c1nn(-c2ccccc2)c2nc(Nc3ccccc3)cc(=O)n12
    7.9	5.9%	-10.4%	3.9%	9.8%	4.7	-0.1	-4.8	-8.5%
Cc1cccc(N2CCN(C(C(=O)NCc3ccccc3)c3ccc(C(F)(F)F)cc3)CC2)c1C (configuration not stated)
    -1.4	-15.3%	0.8%	·	-4.1%	-5.4	0.7	-28.5	-7.1%
Brc1cc(Cc2nnc(-c3ccccc3)o2)c(Br)s1
    -1.0	-8.0%	-10.2%	30.3%	?	3.7	-0.4	-5.2	0.8%
O=C1NC(Cc2ccccc2)c2nc3cc(Cl)ccc3c(=O)n2-c2ncccc21 (configuration not stated)
    -3.1	0.2%	0.9%	3.3%	14.7%	-4.5	-0.8	34.8	0.5%
NC(=S)NNC(=O)[C@@H]1CCCC[C@@H]1C(=O)O
    0.6	21.2µM*	4.8%	-7.9%	1.1%	-1.5	-2.5	-1.1	-1.3%
Oc1c(CN2CCCCC2)ccc2cccnc12
    -0.7	-9.4%	?	4.9%	?	-7.1	-0.7	?	-5.1%
COc1ccc(CCC(C)NC(=O)CCc2ccccc2)c(OC)c1 (configuration not stated)
    0.3	-6.7%	-4.7%	21.3%	?	9.9	0.1	-8.8	9.3%
COC(=O)C1=C(C)NC(C)=C(C(=O)OC)C1c1cc2cc(C)ccc2[nH]c1=O
    -7.1	0.0%	8.3%	-26.3%	3.3%	1.6	0.8	-1.3	0.7%
COc1ccc2c(c1)C(=NNC(=O)c1ccccn1)c1cc(OC)ccc1-2
    ?	-17.1%	18.2%	1.2%	44.9%[activator]	28.8	1.6	47.3	?
Cc1cccc(CSc2nc3c(cc2C#N)CCC3)c1
    0.5	-1.4%	27.3%	-9.7%	45.7%[activator]	0.7	-0.7	43.2	-2.2%
CCc1nnc(NC(=O)c2cc(-c3ccccn3)nc3ccc(Br)cc23)s1
    2.3	-18.3%	9.3%	8.8%	0.7%	0.7	2.1	0.2	-8.8%
CN(/C=C/C(=O)C(F)(F)F)Cc1ccccc1
    -0.1	-10.3%	5.2%	2.8%	3.0%	8.3	-2.2	0.9	-13.7%
COc1cccc(Nc2nc(NCCO)c3ccccc3n2)c1
    -13.8	4.6%	?	-19.2%	?	-7.1	-0.7	23.7	-4.5%
O=C(O)CCCn1c(O)c(C=C2N=c3ccccc3=N2)sc1=S
    -1.9	-9.8%	-18.4%	-0.2%	-25.4%	0.6	-0.7	2.3	-10.5%
COc1ccc2c(C#CCCO)c(-c3ccc(S(C)(=O)=O)cc3)sc2c1
    -0.7	26.7µM*	24.9%	6.9%	0.7%	-4.6	0.9	37.9	-4.8%
C1CCN(c2c3c(nc4nnnn24)CCCC3)CC1
    9.6	-6.1%	-5.4%	-4.0%	21.4%	2.5	-0.4	3.5	-5.8%
C=CCNC(=S)Nc1ccc(Cl)cc1
    -7.8	13.4µM*	11.6%	1.2%	13.0%	10.2	-1.0	2.1	5.4%[57.1 µM]
CCCCn1ccnc1C
    2.3	-8.3%	4.4%	0.9%	-12.8%	7.3	-0.1	4.4	6.8%
Cc1cc(C)c(NC(=O)COC(=O)C2CCCO2)c(C)c1 (configuration not stated)
    1.7	-6.4%	1.0%	6.9%	-0.7%	1.6	0.0	-0.6	-3.4%

Gathered by group, the compounds so far with bromine.
Screens in order: PI5P4K alpha inh	PLK1 PBD inh	HEK293 tox	GLP-1R agonist	GLP-1R inv ag	D3 ag	IL-2 act	D3 antag	WRN helicase inh
Brc1cc(Cc2nnc(-c3ccccc3)o2)c(Br)s1
    -1.0	-8.0%	-10.2%	30.3%	?	3.7	-0.4	-5.2	0.8%
CCc1nnc(NC(=O)c2cc(-c3ccccn3)nc3ccc(Br)cc23)s1
    2.3	-18.3%	9.3%	8.8%	0.7%	0.7	2.1	0.2	-8.8%

Remaining list, next part:
Screens in order: PI5P4K alpha inh	PLK1 PBD inh	HEK293 tox	GLP-1R agonist	GLP-1R inv ag	D3 ag	IL-2 act	D3 antag	WRN helicase inh
COC(=O)c1ccc(NC(=O)C2CCCN2S(=O)(=O)c2ccc(F)cc2)cc1 (configuration not stated)
    -6.1	-7.0%	-15.7%	0.0%	-28.8%	-5.6	-1.6	?	7.7%
COc1cc(/C=C2\N=C3CCCCCN3C2=O)ccc1O
    ·	64.5%[activator]	?	18.5%	-0.6%	10.8	0.6	20.4	-16.2%[57.1 µM]
COc1ccc(N2CCN(c3cnc4ccccc4n3)CC2)cc1
    10.2	-9.5%	8.3%	18.8%	8.5%	-0.8	-0.7	6.3	-5.6%
O=C(NNS(=O)(=O)c1ccccc1)C1CC(c2cccnc2)=NO1 (configuration not stated)
    -10.6	?	5.5%[7.66 µM]	0.1%	2.0%[7.66 µM]	3.4	0.8	14.0	4.1%
CSc1nc(-c2ccco2)nn1C(=O)c1ccco1
    0.5	?	-6.1%	-3.1%	0.7%	-1.4	-2.7	-15.4	11.8%
Cc1ccsc1C(=O)Nc1ccc(S(=O)(=O)N2CCOCC2)cc1
    -6.0	-0.5%	-23.0%	1.5%	16.6%	0.7	0.7	-6.9	1.5%
Cc1ccc(S(=O)(=O)N2[C@@H](c3cccc(Cl)c3)C(C(=O)O)=CC[C@H]2c2ccc3c(c2)OCO3)cc1
    -8.7	-7.9%	-15.6%	0.9%	?	-22.8	0.5	-27.9	10.3%
Cc1ccc(Nc2nc(N)nc(CSc3nnc(-c4ccncc4)o3)n2)cc1
    -5.5	0.6%	-5.2%	4.5%	24.0%	2.1	0.7	4.2	-2.1%[57.1 µM]
C#CCOCCOCCOCCNc1nc(N2CCN(C(=O)[C@H]([C@@H](C)CC)n3cc(CCCCN)nn3)CC2)nc(N2CCN(C(=O)[C@H](CCCCN)n3cc(CCCC)nn3)CC2)n1
    17.7	1.3%	2.7%	5.6%	-9.5%	-2.8	-0.2	22.3	1.0%
CCn1c(CCC(N)=O)nnc1SCC(=O)Nc1cccc(S(=O)(=O)N2CCCC2)c1
    -5.6	-2.2%	-4.5%	7.0%	9.9%	5.2	0.2	-11.7	3.8%
CC(C)n1c(Nn2cnnc2)nc2ccccc21
    -6.5	-18.5%	9.5%	-19.9%	0.7%	-6.9	-1.5	0.0	1.9%
O=C(NC(=S)NCc1ccccc1)c1ccccc1[N+](=O)[O-]
    -3.0	-12.5%	-10.1%	10.7%	?	2.1	-0.2	-26.0	6.3%
O=C(NCCCc1ccccc1)c1cc(COc2ccc(F)cc2Cl)on1
    4.5	29.9µM*	-3.0%	-0.3%	?	-1.4	0.3	-0.1	-4.2%
Nc1c(N(Cc2ccccc2)C(=O)COc2ccc([N+](=O)[O-])cc2)c(=O)[nH]c(=O)n1Cc1ccccc1
    2.4	1.1%	-14.7%	0.2%	?	2.0	-0.8	30.8	1.0%
CCOc1ccccc1NC(=O)N1CCC(c2nc3ccc(C)cc3[nH]2)CC1
    ·	-3.1%	0.9%	-9.2%	-13.1%	-6.6	-0.3	5.0	1.9%
CC(=O)c1cccc(NC(=O)c2ccc(N(Cc3ccc(C)cc3)S(C)(=O)=O)cc2)c1
    ·	-7.4%	-6.6%	-10.1%	0.0%	0.8	0.9	16.5	-4.3%
CN(C)C(CNC(=O)CSc1nnc(-c2ccco2)o1)c1ccccc1 (configuration not stated)
    ·	-3.9%	1.7%	-4.2%	-1.7%	-6.0	-1.7	-14.4	7.6%
CCn1nnnc1SCC(=O)Nc1cc(C)on1
    4.1	-17.1%	-22.5%	-8.5%	0.0%	0.6	2.6	4.4	4.7%
COc1ccc(S(=O)(=O)Cc2ccc(C(=O)NC3CCC(C)CC3)o2)cc1 (configuration not stated)
    -3.4	-14.0%	-11.4%	8.0%	?	11.5	-2.2	-4.0	-11.8%
COCc1nnc(NC(=O)c2ccc(S(=O)(=O)N3CCCCCC3)cc2)o1
    -5.6	-8.6%	-7.0%	-7.5%	0.8%	-1.4	-2.6	0.0	8.8%

Record cards, as listed above. Values in the order: PI5P4K alpha inh, PLK1 PBD inh, HEK293 tox, GLP-1R agonist, GLP-1R inv ag, D3 ag, IL-2 act, D3 antag, WRN helicase inh
Results for COCc1nnc(NC(=O)c2ccc(S(=O)(=O)N3CCCCCC3)cc2)o1 → -5.6, -8.6%, -7.0%, -7.5%, 0.8%, -1.4, -2.6, 0.0, 8.8%
Results for CN(/C=C/C(=O)C(F)(F)F)Cc1ccccc1 → -0.1, -10.3%, 5.2%, 2.8%, 3.0%, 8.3, -2.2, 0.9, -13.7%

Other entries:
Screens in order: PI5P4K alpha inh	PLK1 PBD inh	HEK293 tox	GLP-1R agonist	GLP-1R inv ag	D3 ag	IL-2 act	D3 antag	WRN helicase inh
COCCCN1C(=O)N(c2ccc(F)cc2)C(=O)C1CC(=O)Nc1ccccc1 (configuration not stated)
    2.8	-7.9%	-15.9%	-1.6%	-7.4%	-3.7	-0.8	3.2	4.3%
Cc1ccc(NC(=O)C(c2ccccc2)N2CCN(CC(=O)NC3CC3)CC2)cc1 (configuration not stated)
    -5.8	0.4%	-15.0%	18.6%	-9.0%	4.6	-4.6	9.7	0.6%
C/C(=N\O)c1c(C)c2ccccc2n1C
    ·	-1.2%	1.8%	-2.7%	-1.7%	2.4	-0.2	-11.8	4.1%
O=C(Nc1ccc2c(c1)OCO2)c1cc2n(n1)C(C(F)(F)F)CC(c1ccccc1)N2 (configuration not stated)
    ·	1.5%	-20.8%	-0.2%	-0.7%	0.0	-1.4	-6.3	10.9%
O=Cc1cc(N=Nc2ccc(S(=O)(=O)O)cc2)ccc1O
    -76.2*	-13.5%	-62.9%	-2.1%	?	-20.0	-3.8	?	?
COc1cc(-c2nc3ccccn3c2NCC2CCCO2)ccc1O (configuration not stated)
    ·	-6.5%	27.7%	-4.5%	0.0%	19.7	-2.9	40.0	-3.3%
O=C1CC(c2ccco2)CC(O)=C1C=NCCN1CCNCC1 (configuration not stated)
    -0.1	-17.5%	-14.5%	-0.9%	-0.8%	0.8	-1.8	-20.2	-2.6%
